Compound activity: PubChem, several laboratories
West Nile antiviral = West Nile virus antiviral activity, cell-based, CPE readout (AID 1621); West Nile virus-infected cells, CPE inhibition; higher % means a stronger effect; CPE inhibition, % at 10 µM; hits with a dose series show IC50 in µM; hit rate 0.02% among 290,000; in the data active means a potency from the dose series; inconclusive means CPE inhibition mostly from about 3.7% at the one dose, without a potency; inactive means the rest, 99 in 100 with CPE inhibition below about 2.2%; further: strong numbers were not always called active
Myeloid diff 2 = myeloid differentiation induction; calls only at 10 µM; hit rate 1% among 360,000; ER-HoxA9 myeloid progenitors, lysozyme-GFP differentiation, flow cytometry;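 active means normalized GFP-positive differentiation at or above the plate's own cutoff, the solvent-only control mean plus 3 SD; inconclusive means no clear call, values can overlap the other calls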;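 further: cells exposed to compound for four days before flow analysis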
PhoP inhibition = inhibitors of PhoP regulon expression, primary screen, Salmonella Typhimurium, GFP reporter (AID 1863); S. Typhimurium PhoP-regulated promoter GFP reporter, 4 h; higher % means a stronger effect; one-dose inhibition, % at 50 µM; IC50 in µM for titrated hits; hit rate 0.16% among 300,000;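 active means inhibition over 29.93%, a cutoff 3 SD above the screen mean, later confirmed by dose response; inconclusive means inhibition over 29.93% but no dose response follow-up; inactive means inhibition at most 29.93% or unconfirmed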;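 further: 0% = low Mg2+ inducing control and 100% = high Mg2+ repressing control; strong numbers were not always called active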
WT yeast gro inh = growth inhibition of WT yeast, mitochondrial fusion screen; inhibition, % at 10 µM; AID 1362; hit rate 2.1% among 190,000; mitochondrial fusion phenotypic screen, WT strain; in the data active means inhibition above about 58%; tested in S. cerevisiae
Large T inhibition = SV40 large T antigen inhibitors, biochemical (AID 1903); SV40 large T antigen ATPase/helicase inhibition assay; higher % means a stronger effect; inhibition, % at 20 µM, or IC50 in µM where a hit was titrated; hit rate 0.39% among 310,000; in the data active means a potency from the dose series; inconclusive means inhibition mostly from about 32% at the one dose, without a potency; inactive means the rest, 99 in 100 with inhibition below about 32%; further: strong numbers were not always called active
T cell modulator = T cell immune modulators affecting CD8 T cell-vesicle binding; hit rate 0.068% among 330,000; calls only at 7 µM; AID 2052; 2C CD8+ T cell-vesicle binding, flow cytometry; hits give low values;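 active means response, share of CD8 T cells binding vesicles, and their 90th percentile fluorescence all below set limits, cut at about 80% in these data, passing the limit was not always enough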
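Assay system: 2C TCR transgenic mouse naive CD8+ T cells, MACS-purified | Read-out: CD8+ gate FL2 mean fluorescence as % of same-row positive control | Signal: High-throughput flow cytometry with anti-B7-1 and anti-CD8 staining | Timing: Binding step 1.5 h, 37 °C, antibody labelling 20 min, ice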
Rac1 GTP hydrolysis = MgcRacGAP GTPase-activating activity inhibitors, confirmation, biochemical, ADP Hunter fluorescence; MgcRacGAP-stimulated Rac1 GTP hydrolysis, ADP Hunter fluorescence; higher % means a stronger effect; GST-tagged Rac1 F28L mutant substrate; hit rate 0.6% among 340,000; one-dose inhibition, % at 30 µM; IC50 in µM for titrated hits;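 active means first-screen hits whose inhibition reached a set limit at any dose in the follow-up dose series; inconclusive means inhibition above the set first-screen limit but never retested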;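 further: fluorescence reports GDP produced by GAP-driven GTP hydrolysis; strong numbers were not always called active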
b-catenin transl = beta-catenin nuclear translocation modulation; AID 1665; nuclear translocation activity, % at 5 µM; hit rate 0.3% among 190,000; HeLa beta-catenin nuclear translocation, immunofluorescence imaging;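 active means nuclear translocation activity above 50% at 5 µM, with a well cell count of 50 or more; inconclusive means wells under 50 cells across six images, flagged as toxic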;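 further: per-cell ratio of nuclear to cytoplasmic median beta-catenin stain intensity; plate controls were DMSO negative control for no effect and GSK-3 inhibitor IX positive control for full effect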
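Test system: HeLa cells, endogenous beta-catenin; Compound: single 5 µM dose plus 0.02–20 µM confirmation series; Times: compound exposure 24 h at 37°C; Signal: fluorescence imaging of beta-catenin antibody stain plus DAPI; Read-out: % activation, nuclear-to-cytoplasmic median beta-catenin signal ratio per cell.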
RSV CPE inhibition = RSV antiviral activity via CPE protection, HEp-2 cells, primary 10 µM value included (AID 2391). hit rate 0.13% among 310,000. HEp-2 cells, RSV-induced CPE inhibition; higher % means a stronger effect. CPE inhibition, % at 10 µM, or IC50 in µM where a hit was titrated; in the data active means a potency from the dose series; inconclusive means CPE inhibition mostly from about 23% at the one dose, without a potency; inactive means the rest, 99 in 100 with CPE inhibition below about 21%; further: strong numbers were not always called active
WT yeast gro inh mutant strain = also measured in WT yeast gro inh; calls as there; inhibition, %; mitochondrial fusion phenotypic screen, mutant strain inhibition
b-catenin transl cell count 5 µM = also measured in b-catenin transl; calls as there; cell count; measured here: cell count, cytotoxicity flag
T cell modulator vesicle-bound % = second read-out of T cell modulator, no call of its own (marks repeat the call); double positive events, %; measured here: CD8+ vesicle-bound cell fraction;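 binding gate set so that unloaded-vesicle control wells show 10% double positive cells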
Myeloid diff 2 GFP+ MAC1+ % = second read-out of Myeloid diff 2, no call of its own (marks repeat the call); GFP+ MAC1+ double positive, %; measured here: differentiation confirmed by MAC1 staining
Starred values were filed as active, the others as inactive; i = inactive; ? = inconclusive; nt = no result given.

SMILES | West Nile antiviral | Myeloid diff 2 | Myeloid diff 2 GFP+ MAC1+ % | PhoP inhibition | WT yeast gro inh | WT yeast gro inh mutant strain | Large T inhibition | T cell modulator | T cell modulator vesicle-bound % | Rac1 GTP hydrolysis | b-catenin transl | b-catenin transl cell count 5 µM | RSV CPE inhibition
O=C(CSc1ccc(-c2ccc(Br)cc2)nn1)NCC1CCCO1 (centres undefined) | -0.5% | i | 0.9 | -5% | nt | nt | 5% | i | 12 | 9% | nt | nt | 3.7%
O=c1[nH]cnc2c1sc1nc(-c3ccccc3)c3c(c12)CCCC3 | -0.2% | i | 0.1 | -14% | 7 | -5 | -2% | i | 58 | 7% | -1.3 | 939 | 3.7%
COc1ccc(CCNC(=O)CSc2nnnn2Cc2ccc3c(c2)OCO3)cc1OC | -0.4% | i | 0.6 | -5% | -11 | 7 | 1% | i | 12 | 1% | -3.2 | 929 | -2.1%
Cc1cccc(NC(=S)NC2CCSc3ccccc32)c1 (centres undefined) | 0.1% | ? | nt | 12% | nt | nt | -6% | i | 47 | 2% | nt | nt | 0.6%
Cc1ccc(-n2nnnc2SCC(=O)NC(C(=O)O)(c2ccccc2)c2ccccc2)cc1C | -0.2% | i | 0.2 | -4% | 14 | 6 | -3% | i | 29 | 6% | -0.1 | 1130 | -1.7%
c1ccc(Oc2ncnc3oc(-c4ccccc4)cc23)cc1 | 0.1% | i | 0.4 | 5% | 17 | -4 | 4% | i | 41 | 6% | nt | nt | 0.8%
Cc1c(C(=O)O)sc2nc(-c3cccs3)cc(C(F)(F)F)c12 | 0.1% | i | 0.3 | 4% | nt | nt | 27% | i | 11 | 5% | nt | nt | 4.3%
COc1ccc(/C=N/Nc2ccc([N+](=O)[O-])cc2S(=O)(=O)N2CCN(C)CC2)cc1 | -1.3% | i | 0.5 | -1% | 15 | 7 | 3% | i | 22 | 8% | -2.7 | 888 | 3.4%
C=CCn1c(SCC(=O)Nc2nc(C)cs2)nnc1C(CO)NC(=O)c1ccccc1 (centres undefined) | -0.1% | i | 2.2 | 5% | 7 | -6 | 13% | i | 47 | 10% | -0.3 | 1014 | 0.0%
O=S(=O)(c1ccc(Cl)cc1)N1CCCC(C(F)(F)F)C1 (centres undefined) | -0.6% | i | 0.7 | -5% | 12 | 12 | 4% | i | 7 | 7% | 0.0 | 1532 | 2.6%
Cc1ccc(S(=O)(=O)Nc2nsc(N)n2)cc1 | -0.5% | i | 1.0 | 2% | 2 | 17 | 21% | i | 18 | 83µM* | -4.8 | 846 | 3.9%
CCn1c(COc2ccc(OC)cc2)nnc1SCC(=O)Nc1cc(OC)ccc1OC | -1.0% | i | 0.3 | 13% | -6 | -4 | 15% | i | 61 | 5% | -1.8 | 1061 | 11%
CC1(C)[N+]([O-])=C2C(=[N+]([O-])C1(C)C)c1ccccc1/C2=N\O | 0.2% | i | 0.8 | 0% | -7 | 4 | 7% | i | 15 | 6% | nt | nt | 1.4%
CC1CCCCC1NC(=O)C1CCN(c2c3c(nc4ncnn24)CCC3)CC1 (centres undefined) | -0.4% | i | 0.7 | 7% | nt | nt | 8% | i | 35 | 6% | nt | nt | 1.6%
Cn1c(COc2ccccc2)nnc1SCCN1CCOCC1 | -0.2% | i | 0.9 | 9% | nt | nt | 6% | i | 49 | 7% | -2.5 | 919 | 0.9%
Cc1ccc(C)c(Cn2c(=O)c3c(nc4n3CCN4Cc3ccco3)n(C)c2=O)c1 | -0.5% | i | 0.6 | 2% | 12 | -16 | 13% | i | 22 | 4% | -1.9 | 1360 | 0.1%
COc1ccc(CN2CCNC(=O)C2CC(=O)NCc2csc(C(C)C)n2)c(OC)c1 (centres undefined) | 0.6% | nt | nt | -3% | 1 | -9 | -4% | i | 30 | nt | -0.8 | 1088 | -1.7%
Cc1cc(=O)oc2ccc(OCC(=O)N3CCC(C)CC3)cc12 | 0.1% | i | 1.3 | -2% | 5 | 13 | 6% | i | 40 | 0% | -0.4 | 1117 | 1.0%
Cc1ccc(N2CCN(CCc3nc4cc(NC(=O)c5ccco5)ccc4n3C)CC2)cc1 | -0.4% | i | 0.6 | 8% | 2 | -15 | 24% | i | 11 | 4% | -0.3 | 1231 | ?
O=C(NNC(=O)C(c1ccccc1)c1ccccc1)c1cccs1 | -0.1% | i | 0.9 | 6% | -6 | -6 | 1% | i | 53 | 3% | -1.2 | 1155 | 0.2%
Cc1cc(=O)[nH]c(SCC(=O)c2ccc3c(c2)NC(=O)CO3)n1 | 0.5% | i | 0.1 | -1% | nt | nt | 6% | i | 43 | 1% | 1.2 | 1292 | -1.6%
CCOC(=O)C1=C(CC)Nc2ccccc2N=C1NC(=O)CCNC(C)=O | -0.1% | i | 1.1 | -1% | -8 | 10 | 11% | i | 58 | 3% | -2.0 | 1088 | 0.7%
CC(CCc1ccccc1)NC(=O)COC(=O)c1ccc(NC(N)=O)cc1 (centres undefined) | -0.8% | i | 0.8 | 3% | nt | nt | 17% | i | 19 | 6% | nt | nt | 3.2%
CCOC(=O)Cn1cnc2c(cnn2-c2ccc(Cl)cc2)c1=O | -0.2% | i | 1.3 | -5% | 1 | 15 | -3% | i | 59 | 5% | 5.0 | 1350 | 22%

Entries of single compounds, looked up by structure. Order of values: West Nile antiviral	Myeloid diff 2	Myeloid diff 2 GFP+ MAC1+ %	PhoP inhibition	WT yeast gro inh	WT yeast gro inh mutant strain	Large T inhibition	T cell modulator	T cell modulator vesicle-bound %	Rac1 GTP hydrolysis	b-catenin transl	b-catenin transl cell count 5 µM	RSV CPE inhibition
`O=C(NNC(=O)C(c1ccccc1)c1ccccc1)c1cccs1` in the list: -0.1%	i	0.9	6%	-6	-6	1%	i	53	3%	-1.2	1155	0.2%
`CC1(C)[N+]([O-])=C2C(=[N+]([O-])C1(C)C)c1ccccc1/C2=N\O` in the list: 0.2%	i	0.8	0%	-7	4	7%	i	15	6%	nt	nt	1.4%
`Cn1c(COc2ccccc2)nnc1SCCN1CCOCC1` in the list: -0.2%	i	0.9	9%	nt	nt	6%	i	49	7%	-2.5	919	0.9%
`COc1ccc(CN2CCNC(=O)C2CC(=O)NCc2csc(C(C)C)n2)c(OC)c1` (centres undefined) in the list: 0.6%	nt	nt	-3%	1	-9	-4%	i	30	nt	-0.8	1088	-1.7%
`Cc1ccc(N2CCN(CCc3nc4cc(NC(=O)c5ccco5)ccc4n3C)CC2)cc1` in the list: -0.4%	i	0.6	8%	2	-15	24%	i	11	4%	-0.3	1231	?

Next results
SMILES | West Nile antiviral | Myeloid diff 2 | Myeloid diff 2 GFP+ MAC1+ % | PhoP inhibition | WT yeast gro inh | WT yeast gro inh mutant strain | Large T inhibition | T cell modulator | T cell modulator vesicle-bound % | Rac1 GTP hydrolysis | b-catenin transl | b-catenin transl cell count 5 µM | RSV CPE inhibition
O=C(CN1c2ccccc2Sc2ccccc21)N/N=C/c1ccccc1 | -0.1% | i | 0.6 | -9% | nt | nt | 10% | i | 20 | 10% | -0.1 | 1348 | 0.3%
Cc1cccc(NC(=O)C2(c3ccc([N+](=O)[O-])cc3)CCCC2)c1 | -0.9% | i | 0.7 | -1% | 14 | 16 | 9% | i | 9 | 7% | -2.1 | 1343 | 9.0%
CCCc1cc(-c2n[nH]c(C)c2-c2ccc(C(=O)OCC)o2)c(O)cc1O | 0.1% | i | 1.0 | 19% | 9 | 10 | 5% | i | 20 | 26% | nt | nt | 6.8%
COc1ncnc2sc3c(c12)CCCC3 | 1.0% | i | 0.4 | -15% | 7 | 16 | 2% | i | 62 | -1% | 2.2 | 1255 | 12%
COc1cc(CC(=O)O)c([N+](=O)[O-])cc1OC | 0.5% | i | 0.3 | -10% | nt | nt | 8% | i | 33 | 8% | 0.4 | 1250 | 0.1%
COc1ccc(C(=O)Nc2ccc(C(=O)O)cc2NC(=O)c2ccc(OC)cc2)cc1 | 0.0% | i | 0.3 | -1% | nt | nt | 8% | i | 14 | -5% | nt | nt | 1.0%
Cc1cccc(NC(=S)NNC(=O)c2ccccc2OC(F)F)c1 | nt | i | 1.4 | 4% | 10 | 2 | 15% | i | 20 | 9% | 2.3 | 1028 | nt
COC(C[C@@H]1O[C@@H]1[C@H](O)COCc1ccccc1)OC | 0.1% | i | 0.9 | -3% | nt | nt | nt | i | 37 | 5% | -0.7 | 1326 | 0.5%
COc1ccc(S(=O)(=O)Nc2ccc(S(=O)(=O)Nc3nccs3)cc2)cc1 | 0.0% | i | 0.7 | 5% | nt | nt | 0% | i | 3 | -8% | nt | nt | -0.7%
O=C(/C=C/c1ccccc1)NCCc1ccccc1 | -0.5% | i | 2.1 | 3% | nt | nt | 3% | i | 24 | 3% | -1.1 | 1206 | 2.9%
CC(C)CC(=O)NC(=S)N1CCCCCC1 | 0.5% | i | 0.9 | -1% | -7 | -1 | 8% | i | 47 | 7% | -0.2 | 1118 | 0.0%
CC(C)(C)C(=O)N1CCN(C(=O)c2ccco2)CC1 | 0.3% | i | 0.5 | 2% | nt | nt | 6% | i | 7 | 3% | nt | nt | 0.7%
O=C(C1=C(O)C(=O)N(Cc2ccco2)C1c1ccccc1F)c1cccs1 (centres undefined) | 1.4% | i | 0.5 | 11% | -1 | 4 | 10% | i | 26 | 1% | 0.5 | 1523 | 0.4%
COc1cc(-c2nc3ccc(C)cn3c2Nc2ccc3c(c2)OCCO3)ccc1O | 0.0% | i | 0.5 | 3% | 28 | -9 | 32% | i | 50 | 34µM* | -4.5 | 591 | 2.5%
O=C(O)c1ccn2c(C(=O)c3ccc(Cl)cc3)c(-c3ccccc3)cc2c1 | 0.5% | i | 0.6 | -9% | nt | nt | 21% | i | 19 | 4% | 1.6 | 1276 | 12%
CC(=O)c1ccc(N2CCN(CC(=O)Nc3cc(C)on3)CC2)cc1 | 0.7% | i | 0.5 | 8% | -10 | -25 | 12% | i | 31 | 5% | 0.7 | 1100 | 0.8%
N#Cc1cccc(CN2C=NS(=O)(=O)c3ccccc32)c1 | -0.2% | nt | nt | 3% | nt | nt | 2% | i | 51 | 1% | nt | nt | 2.7%
CS(=O)(=O)Nc1ccc2c(c1)ncn2CCc1ccccc1 | 0.4% | i | 0.4 | 4% | nt | nt | 15% | i | 11 | 8% | nt | nt | 2.1%
